# HCMV inh: human cytomegalovirus inhibition. HFF cells, HCMV-luciferase reporter, 72 h; stronger effect = lower value. activity change, negative = inhibition, % at 57.5 µM. 410,000 compounds, 4.5% hits; in the data active = activity change below about -60%; inconclusive = no clear call, values can overlap the other calls; inactive = above about -39%; note: % is set by controls: 0 for no effect and ±100 for the full control effect
#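 Cell-based, HFFs, 1000 cells/well, 16 h 37C; cpds in DMSO + HCMV-luc, MOI 1 PFU/cell; 72 h 37C; OneGlo luminescence after 5 min RT; norm. to buffer vs Salinomycin 10uM.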
# Giardia FBPA inh: inhibitors of Giardia lamblia fructose-1,6-bisphosphate aldolase | A8B2U2 | purified Giardia FBPA | Potency, µM (series often up to 59.6 µM), for the others: top-dose activity, negative = inhibition, most hits filed as inhibitors | 290,000 compounds, 0.71% hits; note: potency is the fitted concentration of half-maximal effect; % is set by controls: 0 for no effect and ±100 for the full control effect; nearly all actives have a fitted effect of over 55% in size
# Target sequence (A8B2U2 whole entry, looked up): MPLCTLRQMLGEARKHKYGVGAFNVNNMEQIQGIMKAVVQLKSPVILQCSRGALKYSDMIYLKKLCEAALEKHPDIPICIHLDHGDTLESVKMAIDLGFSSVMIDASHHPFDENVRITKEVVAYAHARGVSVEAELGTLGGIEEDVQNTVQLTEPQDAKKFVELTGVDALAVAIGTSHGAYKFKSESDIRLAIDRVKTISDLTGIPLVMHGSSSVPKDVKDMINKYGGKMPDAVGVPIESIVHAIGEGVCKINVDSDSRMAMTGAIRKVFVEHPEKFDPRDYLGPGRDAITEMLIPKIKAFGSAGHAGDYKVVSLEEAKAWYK
#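 Giardia FBPA (40 nM reagent) was preincubated 10 min at RT with compound (up to 57.5 uM final), then substrate plus GAPDH/TPI/NAD/arsenate coupling system with diaphorase/resazurin was added; resorufin fluorescence (525/598 nm) was read after 20 min.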
# AmpC inh no detg: AmpC beta-lactamase inhibition without detergent; 330,000 compounds, 0.52% hits; AmpC nitrocefin hydrolysis, absorbance 480 nm, 0.0001% Triton; Potency, µM (doses to about 57.1 µM), inactives show at the top dose activity change, negative = inhibition, hits mostly inhibitors; P00811; AID 485341;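 note: potency is the fitted concentration of half-maximal effect; plate controls were no compound for no effect and no enzyme for full effect; nearly all actives have a fitted effect of over 20% in size; some results filed as inactive show a strong effect at the top dose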
# Target sequence (P00811 whole entry, looked up): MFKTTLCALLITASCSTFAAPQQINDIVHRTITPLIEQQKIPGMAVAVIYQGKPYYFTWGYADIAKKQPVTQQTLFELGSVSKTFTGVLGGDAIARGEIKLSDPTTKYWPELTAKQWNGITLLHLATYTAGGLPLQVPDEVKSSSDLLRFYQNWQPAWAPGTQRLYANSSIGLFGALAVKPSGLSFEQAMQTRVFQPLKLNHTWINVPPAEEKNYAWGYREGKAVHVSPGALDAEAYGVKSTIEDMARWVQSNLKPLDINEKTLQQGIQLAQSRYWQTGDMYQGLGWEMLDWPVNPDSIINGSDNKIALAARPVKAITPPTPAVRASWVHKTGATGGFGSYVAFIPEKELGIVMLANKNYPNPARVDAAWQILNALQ
#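 20 mM phosphate pH 7.0 + 0.01% (detergent screen) or 0.0001% Triton X-100; 5.3 nM AmpC reagent; cpd preinc 15 min RT; nitrocefin (800 uM stock) to start; A480 q20 s × 4 min; Activity was normalised to no-enzyme and no-compound control wells.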
# Shiga toxin inh: blocks Shiga toxin action in Vero cells; inhibition, % at 38.7 µM; AID 2315; 290,000 compounds, 9.2% hits; Vero cells, Shiga toxin protein synthesis inhibition reporter; in the data active = inhibition mostly above about 28%, no sharp cut-off; inactive = mostly below about 43%; note: 0% is about no effect
# AMA1 RON2 block: AMA1-RON2 (P. falciparum) interaction inhibition; AlphaScreen AMA1-biotinylated RON2 peptide binding; Potency, µM (doses to about 58.2 µM), inactives show at the top dose activity change, negative = inhibition, usual class: inhibitors; 360,000 compounds, 0.2% hits; AID 720542;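 note: potency is the fitted concentration of half-maximal effect; 0% = vehicle wells and -100% = peptide control; nearly all actives have a fitted effect of over 45% in size; some results filed as inactive show a strong effect at the top dose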
#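 AMA1 (3D7) with his tag at 25 nM final met compounds first, then biotinylated RON2 peptide at 25 nM; detection used donor plus acceptor beads, 10 µg/mL apiece, read by AlphaScreen after 30 min at room temperature.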
# AmpC detergent: blocks E. coli AmpC beta-lactamase in detergent assay | AID 485294 | Potency, µM (highest dose often 114 µM), for inactives: at the highest dose activity change, negative = inhibition, most hits filed as inhibitors | AmpC hydrolysis of nitrocefin, absorbance 480 nm, 0.01% Triton | P00811 | 370,000 compounds, 0.041% hits;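 note: potency is the fitted concentration of half-maximal effect; 0% = no-compound wells and -100% = no-enzyme wells; nearly all actives have a fitted effect of over 25% in size; some results filed as inactive show a strong effect at the top dose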
#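 20 mM phosphate pH 7.0 + 0.01% (detergent screen) or 0.0001% Triton X-100; 5.3 nM AmpC reagent; cpd preinc 15 min RT; nitrocefin (800 uM stock) to start; A480 q20 s × 4 min; Activity was normalised to no-enzyme and no-compound control wells.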
# Cycloheximide cs: counter-screen hit for Shiga toxin inhibitors, cycloheximide; 300,000 compounds, 12% hits; cell reporter, cycloheximide protein synthesis inhibition counterscreen; AID 2314; max response, %; in the data active = max response mostly above about 13%, no sharp cut-off; inactive = mostly below about 14%; note: read at 38.3 µM for the half of the compounds with a filed dose; 0% is about no effect
# * = called active by the depositor; ? = inconclusive; · = no result given; & = joins results of further samples; [ ] = remark or other dose. Unless noted, calls come from the whole dose curve; as a rule, active = well fitted curve in the direction sought with a large enough effect; inconclusive = small, poorly fitted or top-dose-only effect, or another doubt; inactive = no such curve, though single readings can be large; an effect the other way counts as inactive or inconclusive.
SMILES,HCMV inh,Giardia FBPA inh,AmpC inh no detg,Shiga toxin inh,AMA1 RON2 block,AmpC detergent,Cycloheximide cs
O=C(CSc1nc2c(c(=O)[nH]1)CCC2)Nc1ccccc1Cl,-6.4,-26.4%,-9.1%,-5.4,13.2%,6.3%,-4.7
CN(C)S(=O)(=O)c1ccc(C(=O)Nc2cccc(C(=O)O)c2)cc1,19.9,-2.6%,·,-15.0,-2.3%,3.0%,-2.1
COc1ccc2cc(/C(C)=N/NC(=O)C3CC3)ccc2c1,110.3,0.2%,-23.2%[11.4 µM],48.5*,-7.7%,?,26.3*
COc1ccc(Cn2c(O)c(/C=N/NC(=O)c3cccnc3)c3ccccc3c2=O)cc1,-15.4,-8.6%,-10.3%,-3.7,45.2%[activator],0.9%,5.0
Cc1onc(-c2ccccc2Cl)c1C(=O)Nc1nnc(-c2ccc(Br)cc2)s1,-25.3,5.7%,-23.8%,13.8,78.3%[activator],-10.9%,21.8*
CCOCCCn1c(=NC(=O)c2cccnc2)c(C(=O)OCC)cc2c(=O)n3ccccc3nc21,-25.1&-35.1,-8.1%,31.5%,-15.1,11.5%&-6.7%,-7.6%,-2.6
CC(=O)NCCc1c[nH]c2ccc(O)cc12,?,?,·,·,1.1%,·,·
Cc1cc(C)n(CCOC(=O)C2C(C=C(Cl)Cl)C2(C)C)n1 (stereo not given),-13.1,3.3%,73.1%[activator],-11.2,44.5%[activator],?,1.0
CCOc1cccc(C=Nc2cc(C)cc(C)c2O)c1O,24.6,?,-46.1%,21.7,80.7%[activator],?,8.7
COC(=O)c1sccc1NC(=O)c1cnc2cc(C)nn2c1C,?,0.8%,-2.4%,-6.9,5.2%,-16.5%,2.0
COc1ccc(-c2csc(N3CCN(c4cc(C)nc5ccccc45)CC3)n2)cc1OC,-111.9*,-8.5%,150.5%[activator],-9.9,-28.0%,-5.4%,0.3
C=CCN1C(=O)C(CC(=O)Nc2ccc(C)cc2)SC1=Nc1c(C)n(C)n(-c2ccccc2)c1=O (stereo not given),-13.0,-2.4%,95.4%[activator],1.3,5.1%,-1.0%,-3.5
CCc1nnc(NS(=O)(=O)c2ccc(NC(=O)c3cccc(Br)c3)cc2)s1,11.5,-6.4%,-25.8%,-8.5,-10.6%,2.3%,-1.5
COc1ccc(OC)c(CN2CCSCC2)c1,-8.6,?,-9.6%,1.7,-12.5%,?,-1.6
CC1=C(/C=C/C(C)=C/C=C/C(C)=C/C(=O)Nc2ccc(O)cc2)C(C)(C)CCC1,-76.9*,-5.8%&-20.8%&0.0%,-43.3%,·,-13.9%&-7.7%,-1.7%,·
COc1ccccc1NCc1nnc(SCC(=O)N/N=C/c2ccco2)n1-c1ccc(Cl)cc1Cl,65.1,-14.1%,-3.6%,-13.6,?,-2.4%,-0.8
O=C(N/N=C1/CCS(=O)(=O)c2ccc(F)cc21)c1cccnc1,-1.7,4.3%,-9.3%,-8.3,24.1%,1.8%,6.6
Cc1ccccc1OCC(=O)NCCCNC(=O)c1ccccn1,-6.7,5.7%,-7.2%,-5.6,89.5%[activator],-6.4%,-6.7
O=C(C(=O)N1CCN(c2ccc(F)cc2)CC1)N1CCCCC1,-13.0,2.7%,0.0%,-5.7,9.4%,0.0%,0.7
Cc1cc2ncn(/N=C/c3ccc([N+](=O)[O-])o3)c2cc1C,-62.5*,-2.8%,-5.7%,17.0,0.0%,-1.1%,-3.0
Cc1cc(C)nc(NS(=O)(=O)c2ccc(N=NN(C)C)cc2)n1,29.7,-10.5%,-4.7%,-2.7,-0.1%,?,-1.2
O=C(O)CC1S/C(=N/N=C/c2ccccn2)NC1=O (stereo not given),0.0,17.7µM*,-4.1%,-3.7,-19.1%,2.3%,1.5
CC(=O)OCC1=C(C(=O)O)N2C(=O)C(NC(=O)C(C)Cn3cc(Cl)cn3)C2SC1 (stereo not given),-7.3,-13.9%,-34.1%,9.3,39.3%[activator],?,-2.0
C=C(C)CN1CCN(c2c(CCC#N)c(C)c(C#N)c3nc4ccccc4n23)CC1,-13.7,-2.9%,-26.3%,-9.7,10.8%,?,-1.6
NS(=O)(=O)c1ccc(CCNC(=O)c2ccc(C#CC3(O)CCCCC3)cc2)cc1,-32.4,1.9%,-11.8%,20.6,9.5%,-9.5%,29.3

# Complete entries, looked up by structure. Screens in order: HCMV inh | Giardia FBPA inh | AmpC inh no detg | Shiga toxin inh | AMA1 RON2 block | AmpC detergent | Cycloheximide cs
# Results for O=C(C(=O)N1CCN(c2ccc(F)cc2)CC1)N1CCCCC1 = -13.0 | 2.7% | 0.0% | -5.7 | 9.4% | 0.0% | 0.7
# Results for NS(=O)(=O)c1ccc(CCNC(=O)c2ccc(C#CC3(O)CCCCC3)cc2)cc1 = -32.4 | 1.9% | -11.8% | 20.6 | 9.5% | -9.5% | 29.3
# Results for CCc1nnc(NS(=O)(=O)c2ccc(NC(=O)c3cccc(Br)c3)cc2)s1 = 11.5 | -6.4% | -25.8% | -8.5 | -10.6% | 2.3% | -1.5

# In the list so far, these contain an aryl thioether with sulfur outside any ring.
SMILES,HCMV inh,Giardia FBPA inh,AmpC inh no detg,Shiga toxin inh,AMA1 RON2 block,AmpC detergent,Cycloheximide cs
O=C(CSc1nc2c(c(=O)[nH]1)CCC2)Nc1ccccc1Cl,-6.4,-26.4%,-9.1%,-5.4,13.2%,6.3%,-4.7
COc1ccccc1NCc1nnc(SCC(=O)N/N=C/c2ccco2)n1-c1ccc(Cl)cc1Cl,65.1,-14.1%,-3.6%,-13.6,?,-2.4%,-0.8

# Later entries:
SMILES,HCMV inh,Giardia FBPA inh,AmpC inh no detg,Shiga toxin inh,AMA1 RON2 block,AmpC detergent,Cycloheximide cs
O=C(CC1Sc2ccccc2NC1=O)NCc1cccc(Cl)c1 (stereo not given),39.0,6.8%,-14.8%,9.3,5.4%,2.2%,2.4
COC(=O)COc1ccc(C(C2C(=O)CC(C)(C)CC2=O)C2C(=O)CC(C)(C)CC2=O)cc1,56.5,-8.7%,-8.7%,-9.2,-8.1%,-2.9%,4.9
CN(C)c1ccc(N2C(=O)CC(Nc3ccc(N4CCOCC4)cc3)C2=O)cc1 (stereo not given),71.0,1.2%,-11.8%,1.1,-2.2%,?,-1.6
COc1cc2[nH]c3c(Cl)ncnc3c2cc1OC,-2.5,-25.5%,-10.2%,-14.2,-3.9%,1.0%,-2.5
CCOc1ccc(CNC(=O)Cn2ccc3cc(S(=O)(=O)N4CCCC4)ccc32)cc1,31.9,6.0%,-53.9%,14.8,-5.9%,-13.9%,-2.1
Cc1ccc(S(=O)(=O)N2CCOCC2)cc1NC(=O)CNC1CCCC1,1.5,?,-8.4%,26.4,-13.2%,1.7%,-0.2
CCOc1ccc(NC(=O)Cn2c(=O)n(CC3CCCO3)c(=O)c3ccccc32)cc1 (stereo not given),-39.6&1.9,0.2%,39.7%,-11.0,-3.9%,4.1%&13.9%,2.8
CCS(=O)(=O)N1CCN=C1SCc1cccc(F)c1,-60.5*,·,0.6%,17.5,3.7%,3.4%,-1.5
C=CC[C@@H](CC(=O)N(CCO)Cc1ccccc1)C(=O)NC[C@H](OC(=O)[C@@H](CC=C)Cc1ccc(F)cc1)c1ccccc1,-0.6,·,211.2%[activator],·,0.4%,·,·
CCN(CC)c1ccc(/C=N/NC(=O)CNC(=O)c2cccs2)cc1,-20.0,6.3%,-36.1%,42.1*,-5.4%,-7.2%,19.2*
CC[N+](C)(C)CCN(Cc1ccc(Cl)cc1)c1ccccn1,?,5.8%,17.0%,-19.7,-1.6%,-4.8%,-4.0
Cc1ccc(N=C2C(=O)Nc3ccccc32)cc1C,11.7,-4.5%,-24.0%,·,-14.4%,-8.7%,12.6
Cc1cccc(NC(NC(=O)c2ccccn2)C(Cl)(Cl)Cl)c1 (stereo not given),17.0,4.3%,-7.1%,-5.0,5.5%,-0.6%,-6.0
Cc1ccc(S(=O)(=O)NC(=O)COc2ccccc2C)cc1,15.2,29.9%,-8.8%,-6.2,-0.1%,-1.9%,-3.5
COc1ccc(C(=O)N/C(=C\c2ccc3c(c2)OCO3)C(=O)N2CCOCC2)cc1,30.5,5.3%,-9.0%,7.3,-1.7%,-6.5%,-3.8
COc1ccc(/C=N/NC(=O)c2nc(-c3ccccc3)cc(-c3ccccc3)n2)cc1,?,7.0%,-56.5%,-20.0,0.0%,?,-3.7
CCOC(=O)c1c(C(=O)OCC)c(C)n(Cc2cc(OC)c(OC)c(OC)c2)c1C,32.9,4.8%,144.8%[activator],6.4,-0.4%,-10.1%,-1.1
Cc1ccc(C(=O)N2CCN(Cc3ccc4c(c3)OCO4)CC2)cc1C,2.3,6.2%,46.8%,-6.2,-8.0%,?,-4.4
COc1ccc(NC(=O)c2ccc(S(=O)(=O)N(C)C)cc2)cc1OC,42.2,2.1%,-14.6%,-6.4,-2.8%,?,-2.2
CCCNC(=O)COC(=O)c1ccc(Cl)c(S(=O)(=O)N2CCCC2)c1,11.4,7.9%,-3.4%,-10.2,9.3%,-18.3%,-5.9
COc1ccc(C(CCN2CCOCC2)c2c(OC)cc(OC)c3c2OC(=O)CC3c2ccc(OC)cc2)cc1 (stereo not given),·,-12.9%,·,-0.6,·,·,3.7
COc1ccc2c(CC(=O)OCC(=O)Nc3sc4c(c3C#N)CCC(C)C4)coc2c1 (stereo not given),82.6,9.1%,-22.7%,5.8,-1.0%,?,13.4
Cc1cc(C(=O)OCC(=O)c2ccc3c(c2)OCCO3)c(C)o1,-22.2,10.0%,-10.0%,113.7*,-10.8%,-10.9%,36.6*
CCOC(=O)C1(Cc2ccccc2C)CCCN(C(=O)c2ccc(COC)o2)C1 (stereo not given),41.7,·,153.5%[activator],121.3*,3.0%,7.5%,35.6*
CCSc1nnc2ccc(-c3ccc(OC)c(OC)c3)nn12,54.8,-6.5%,69.7%[activator],18.8,0.7%,-1.9%,24.9*
Cc1ccc(S(=O)(=O)NCCC(=O)Nc2nnc(C3CC3)s2)cc1C,34.0,0.2%,-26.0%,-20.7,20.4%,?,-1.1
CC(OC(=O)/C=C/c1ccco1)C(=O)Nc1cccc([N+](=O)[O-])c1 (stereo not given),4.5,-2.2%,-28.0%,26.9,-6.7%,5.3%,1.0
Cc1ccc(SCC(=O)Nc2ccc3c(c2)C(=O)N(C)C3=O)cc1,-4.7,-6.9%,-20.6%,-0.7,-1.8%,-6.3%,0.7
Cc1ccccc1NC(=S)NCCO,28.1,-10.8%,-10.9%,-11.6,1.6%,-4.4%,-2.1

# Assay outcomes from PubChem BioAssay.

# An unsorted share of the library; any-hit rate near 16%.
